EPAC1 antagonist – EPAC1 (human) antagonism | Potency, µM (series often up to 115 µM), for the others: at the top dose activity change, negative = inhibition, most hits filed as inhibitors | actives 0.14% (n = 360,000) | EPAC1 GEF assay, Rap1b-BODIPY-GDP exchange fluorescence | AID 720709;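 also: potency is read from the fitted curve at half-maximal effect; plate controls were vehicle for no effect and positive control for full effect; nearly all actives have a fitted effect of over 50% in size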
PLK1 PBD block – blocks phosphopeptide binding to human PLK1 polo-box domain | P53350 | Potency, µM, for the others: max response, negative = inhibition, most hits filed as inhibitors | actives 2.8% (n = 360,000) | Plk1 PBD binding of FITC phosphopeptide, fluorescence polarization; also: potency is read from the fitted curve at half-maximal effect; series mostly up to about 57 µM; % is scaled to controls: 0 for no effect and ±100 for the full control effect; nearly all actives have a fitted effect of over 65% in size
Target sequence (P53350 whole entry, looked up, the tested form may be a part): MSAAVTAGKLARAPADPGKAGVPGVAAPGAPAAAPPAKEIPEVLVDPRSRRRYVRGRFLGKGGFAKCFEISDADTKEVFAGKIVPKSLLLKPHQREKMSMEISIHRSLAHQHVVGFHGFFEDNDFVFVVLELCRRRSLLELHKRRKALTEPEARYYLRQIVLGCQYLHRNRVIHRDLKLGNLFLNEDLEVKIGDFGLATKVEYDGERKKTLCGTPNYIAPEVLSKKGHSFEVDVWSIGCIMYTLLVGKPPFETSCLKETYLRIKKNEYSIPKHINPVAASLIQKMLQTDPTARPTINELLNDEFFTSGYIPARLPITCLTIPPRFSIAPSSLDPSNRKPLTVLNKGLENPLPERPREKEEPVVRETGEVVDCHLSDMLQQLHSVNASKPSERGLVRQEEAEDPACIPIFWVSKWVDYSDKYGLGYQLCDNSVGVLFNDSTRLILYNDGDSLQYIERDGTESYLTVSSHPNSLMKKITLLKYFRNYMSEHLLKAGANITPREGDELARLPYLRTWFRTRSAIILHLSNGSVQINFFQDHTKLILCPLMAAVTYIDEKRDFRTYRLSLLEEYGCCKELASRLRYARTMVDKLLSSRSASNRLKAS
EPAC1 agonist – activates human EPAC1 exchange factor; O95398; EPAC1 agonist qHTS, biochemical assay; response scale: 100% = response to 6.5 mM cAMP; Potency, µM (highest dose often 154 µM), for the others: top-dose activation, usual class: activators; actives 0.073% (n = 360,000); AID 720707; also: potency is read from the fitted curve at half-maximal effect; nearly all actives have a fitted effect of over 60% in size
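Nucleotide exchange by EPAC1 (100 nM) on Rap1B–BODIPY-GDP (250 nM) in the presence of 50 uM GDP is tracked fluorescently at 480/540 nm over 30 min. Signals are normalized to a 6.5 mM cAMP control.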
IL2 activator – activators of IL-2; IL-2 activation reporter assay, cell-based qHTS; stimulated with anti-CD3/CD4/CD28 beads; in transgenic mouse T cells; activation, % (series mostly up to about 46 µM); actives 0.065% (n = 360,000); in the data active = activation above about 50%; inconclusive = mostly about 30% to 49%; also: 0% is about no effect
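Readout is EGFP and DsRed signal by fluorescent plate cytometry after 18 h at 37 degrees C. Transgenic mouse T cells (750/well) received compound for 60 min before bead stimulation (anti-CD3, anti-CD4, anti-CD28); memory T cells served as non-tolerant control.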
WRN inhibitor – blocks human WRN helicase; AID 651768; actives 0.46% (n = 360,000); WRN helicase unwinding, fluorescent forked duplex, kinetic; Potency, µM (titrated, usually from 114 µM), for inactives: at the highest dose activity change, negative = inhibition, hits mostly inhibitors; Q14191; also: potency is read from the fitted curve at half-maximal effect; % is scaled to controls: 0 for no effect and ±100 for the full control effect; nearly all actives have a fitted effect of over 55% in size
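Fluorescence dequenching readout, ex 525 nm/em 598 nm, kinetic mode: forked duplex DNA (100 nM final) with adjacent fluorophore and quencher unwound by WRN (20 nM final) with 2 mM ATP. Compound preincubation 15 min, room temperature.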
EPAC2 agonist – agonists of human EPAC2 (RAPGEF4). EPAC2 activation, biochemical qHTS; response scale: 100% = 6.5 mM cAMP response. Potency, µM (highest dose often 154 µM), for the others: top-dose activation, usual class: activators. actives 0.079% (n = 360,000). AID 720711; also: potency is read from the fitted curve at half-maximal effect; nearly all actives have a fitted effect of over 50% in size
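Setup: EPAC2 100 nM, labeled Rap1B complex 250 nM, free GDP 50 uM. Compound titrations pinned in, brief spin, 5 min room temperature incubation. Kinetic fluorescence read over 30 min, normalized to 6.5 mM cAMP.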
CCT modulator – modulators of cytosolic chaperonin (CCT/TRiC) activity | purified chaperonin ATPase assay, HTRF ADP detection, 30 min | activity change, % (no concentration beside the values), hits read low | actives 0.3% (n = 360,000) | AID 651819; in the data active = activity change below about -30%; also: % is scaled to controls: 0 for no effect and ±100 for the full control effect
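TRiC at 40 or 20 nM final (batch-dependent) in 30 mM Tris pH 7.4, 100 mM KCl, 5 mM MgCl2, 1 mM DTT, with compound at single 76 uM and 10 uM ATP, 30 min at 37 deg C. ADP detected by HTRF Transcreener, 665/615 ratio.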
PI5P4Ka inh – blocks human PI5P4K alpha kinase activity. AID 652105. max response, %. actives 1.2% (n = 330,000). PI5P4Kalpha enzyme, ADP-Glo luminescence, 60 min; stronger effect = lower value; active = max response of -50% or lower; inconclusive = between -30% and -50%; inactive = -30% or higher; also: value at the top dose of about 77 µM; % is scaled to controls: 0 for no effect and ±100 for the full control effect
Target sequence (P48426 whole entry, looked up): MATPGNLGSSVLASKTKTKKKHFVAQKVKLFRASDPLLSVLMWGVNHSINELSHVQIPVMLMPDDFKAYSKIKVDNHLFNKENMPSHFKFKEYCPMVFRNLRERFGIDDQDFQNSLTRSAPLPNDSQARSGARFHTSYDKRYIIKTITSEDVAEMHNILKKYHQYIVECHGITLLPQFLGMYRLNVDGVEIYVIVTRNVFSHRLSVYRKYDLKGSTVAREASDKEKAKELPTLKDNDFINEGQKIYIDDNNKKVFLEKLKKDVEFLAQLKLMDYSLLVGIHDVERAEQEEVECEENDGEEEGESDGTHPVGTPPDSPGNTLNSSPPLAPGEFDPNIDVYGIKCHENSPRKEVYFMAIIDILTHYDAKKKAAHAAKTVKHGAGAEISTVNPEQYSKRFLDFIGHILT
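Compounds were pin-transferred onto PI5P4Kalpha and substrate in HEPES pH 7.4 buffer with EGTA, CHAPS and 5% DMSO. ATP (5 microM final) started the reaction, which ran 60 minutes at room temperature before ADP-Glo detection.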
* = called active by the depositor; ? = inconclusive; . = no result given; [ ] = dose if it differs, or a comment. Unless noted, calls follow the shape of the dose curve; as a rule, active = well fitted curve in the direction sought with a large enough effect; inconclusive = small, poorly fitted or top-dose-only effect, or another doubt; inactive = no such curve, though single readings can be large; an effect the other way counts as inactive or inconclusive.

Every second line gives: EPAC1 antagonist, PLK1 PBD block, EPAC1 agonist, IL2 activator, WRN inhibitor, EPAC2 agonist, CCT modulator, PI5P4Ka inh
- COc1ccc(C(CNC(=O)c2ccc(NS(=O)(=O)c3ccc(F)c(C)c3)cc2)N(C)C)cc1 (configuration not stated)
 : 8%, -3%, -2%, -2.6, -7%, 1%, -1.8, -5
- CC1CCN(CCCCOc2cccc(Br)c2)CC1
 : 15%, -5%, -6%, -5.6, -14%, 10%, 2.0, -3
- Cc1ccc2nc3c(cc(C(=O)NC4CCS(=O)(=O)C4)n3Cc3ccccc3)c(=O)n2c1 (configuration not stated)
 : 6%, -5%, -5%, 0.5, -1%, -7%, 2.3, 0
- CC(=O)Nc1c2c(nn1-c1ccc(C)cc1)CSC2
 : -7%, -25%, -5%, -1.6, 1%[57.1 µM], 8%, -6.6, -4
- O=C(CCc1c[nH]c2ccccc12)NCc1ccco1
 : 12%, 3%, -7%, -1.3, 13%, -1%, 2.1, 2
- CCN1CCN(c2ccc(S(=O)(=O)N3CCCCC3)cc2NC(=O)/C=C/c2ccc([N+](=O)[O-])cc2)CC1
 : -29%, -12%, 13%, -4.2, 6%, -4%, -2.4, -14
- Cn1cnnc1SCC(=O)Nc1ccc2nc(SCc3cccc4ccccc34)sc2c1
 : -14%, -23%, 9%, -1.3, 3%, 5%, -0.2, 12
- Cc1c(C(=O)NCc2ccc3c(c2)OCCO3)sc(=O)n1Cc1ccc2c(c1)OCO2
 : 11%, 6%, 1%, -0.4, 8%[57.1 µM], 4%, -1.5, -3
- Cc1cc(C)cc(N(CCC#N)C(=O)COC(=O)Cn2[nH]c(=O)c3ccccc3c2=O)c1
 : -9%, 6%, -10%, -2.7, 3%, 1%, -2.7, 10
- Cn1c(=S)c2[nH]c(SCCN)nc2n(C)c1=O
 : -9%, 27µM*, 4%, -0.4, -18%, -1%, -0.6, -17
- O=C(c1ccccc1)N1N=C(c2ccco2)CC1c1cccs1 (configuration not stated)
 : -15%, 21µM*, 3%, -0.1, ?, 11%, -1.7, ?
- O=C(CCc1ccc(S(=O)(=O)N2CCOCC2)cc1)NN=C1CCCCCCC1
 : -10%, -14%, -5%, -0.7, -7%, 0%, -0.1, 0
- N#CC(C(=O)Nc1ccc(Cl)cc1)=C1Nc2ccccc2N1
 : 0%, -3%, 8%, -0.5, 7%, -5%, -8.0, -3
- NC(=O)c1ccc(NC(=O)COC(=O)CCCN2C(=O)c3cccc4cccc(c34)C2=O)cc1
 : -10%, -17%, -3%, -4.1, -12%, -1%, -1.4, 4
- Cc1ccc(NS(=O)(=O)c2ccccc2[N+](=O)[O-])cc1C
 : -5%, 3%, -3%, 0.6, -1%, 1%, -2.0, 3
- Cc1nc2nc(C)c(CCC(=O)N3CCc4ccccc43)c(C)n2n1
 : 11%, -5%, 8%, 0.0, -2%, 4%, -2.4, .
- CSc1ncc(C(=O)Nc2ccccc2F)c(-c2ccccc2)n1
 : -2%, 0%, -9%, -2.2, 3%, 0%, -0.8, 6
- CC(Oc1ccccc1F)C(=O)NNC(=O)c1cccc(S(=O)(=O)N2CCN(C)CC2)c1 (configuration not stated)
 : -1%, -8%, -11%, 0.7, -4%, 6%, -0.7, 9
- Clc1ccc(-c2nc(N3CCOCC3)nc3ccccc23)cc1
 : 16%, 0%, 12%, 0.2, 1%, 5%, -1.1, 18
- CC(=O)c1sc(C(C)(C)C)cc1NC(=O)c1ccccc1C(=O)O
 : 7%, 1%, 2%, -2.9, 5%, 0%, -3.9, -4
- CN1CCN(S(=O)(=O)c2ccc(NS(=O)(=O)c3ccccc3)cc2)CC1
 : 4%, -4%, 4%, 0.4, -21%, -2%, -2.2, 2
- CCOC(=O)N1CCN(C(=O)c2ccc(NC(=O)CC)cc2)CC1
 : 0%, -2%, 3%, 1.4, -2%, 8%, -0.8, 0
- CC(C)C(=O)Nc1ncc(Cc2ccccc2Cl)s1
 : -1%, -4%, -5%, -0.7, -2%, 1%, -3.6, 2
- O=C(CN1C(=O)/C(=C\c2cccc(Br)c2)Oc2ccccc21)NCC1CCCO1 (configuration not stated)
 : -10%, -1%, -4%, -0.2, -1%, -3%, -3.4, 4
- Cc1ccccc1C(=O)Nc1ccccc1N1CCN(C(=O)c2ccccc2)CC1
 : -5%, 12%, 4%, 1.0, -6%, -4%, 2.4, 5
- COc1ccc(-c2cc(C(=O)N3CCCc4ccccc43)no2)cc1
 : -16%, 2%, 7%, -0.7, -10%, 11%, -1.6, 9
- COCCCNC(=O)CCCCCNS(=O)(=O)c1ccc(Br)cc1
 : 1%, 3%, -5%, -3.9, 12%, -8%, 0.3, 1
- CCCN1CCC(=NNC(=O)CSc2cc(C)c(Br)cc2C)CC1
 : -16%, -1%, -15%, 0.6, 3%, -7%, -0.2, 0
- Cc1ccccc1NC(=O)N1C2CCCC1CC(NC(=O)C(C)(C)C)C2 (configuration not stated)
 : -8%, -1%, -7%, -0.2, -14%, -2%, 4.3, 2
- O=C(CNC(=O)c1ccccc1Cl)NCC(c1cccs1)N1CCOCC1 (configuration not stated)
 : -11%, 0%, -3%, -1.2, -7%, -1%, -3.2, 6
- O=C(Nc1ccc(Cl)c(Cl)c1)Nc1nnc(CSc2ccccc2)s1
 : 4%, 4%, 4%, 2.9, -24%[57.1 µM], -2%, 0.5, 10
- CN1C(=O)c2ccc(N3CCCC3)cc2C1=O
 : 0%, -8%, -4%, 0.5, -3%, 9%, 0.9, .
- COc1cc(/C=N/Nc2ccc(Cl)nn2)cc(OC)c1O
 : -1%, -3%, 12%, 0.4, -12%, 9%, -0.2, 0
- CCCCc1nc(NCCN2CCOCC2)c(C#N)c2c1COC(C)(C)C2
 : 9%, -5%, -6%, -3.2, -8%[57.1 µM], 1%, 1.4, 7
- CC(=O)n1cc(C2C(=O)CC(C)(C)CC2=O)c2ccccc21
 : -3%, -13%, 0%, -2.7, -1%, 12%, -3.0, 2
- CCN(CCCNC(=O)COc1cc(=O)n(C)c2ccccc12)c1cccc(C)c1
 : 3%, 4%, 9%, 0.1, -2%, -3%, -4.4, 1
- O=C(CN1CCN(c2ccccc2)CC1)Nc1cccc(C(F)(F)F)c1
 : 7%, 2%, -10%, -0.7, -10%, -5%, 0.9, .
- Cc1cc(NC(=O)COC(=O)c2ccc([N+](=O)[O-])cc2Cl)no1
 : 1%, -2%, 10%, 0.1, 3%, 8%, 0.3, 4
- Cc1cccc(OC(=O)Cn2c(C(F)(F)F)nc3ccccc32)c1
 : 7%, 21µM*, 4%, -2.6, 1%, -5%, -1.7, 0
- CN(Cc1ccon1)C(=O)CC1C(=O)NCCN1Cc1ccc(F)c(F)c1 (configuration not stated)
 : -3%, -20%, 6%, 1.3, -27%, 5%, -3.7, -4
- O=C(CCC1CCCN(C(=O)c2cc(F)ccc2F)C1)N1CCN(c2ccccn2)CC1 (configuration not stated)
 : 1%, -9%, 9%, 1.8, 7%, 7%, -3.1, -12
- Cc1nc2ccc(Cl)cc2n1C
 : 6%, 4%, -1%, -0.9, 10%, 0%, 1.4, 4
- CC(/C=N/NC(=O)c1nnn(-c2nonc2N)c1C(C)C)=C\c1ccco1
 : 20%, -17%, -2%, -2.5, -8%, 1%, -3.5, -26
- O=C(Nc1cccn2ncnc12)C(F)(F)F
 : 6%, -22%, 10%, -5.1, 6%, 17%, -0.5, -3
- CC(C)CNC(=O)C1C(=O)Nc2ccccc2C(=O)N1C1CCCCC1 (configuration not stated)
 : 9%, -10%, 5%, -0.7, 8%, 9%, ., 5

Brought forward from above: 2 compounds, followed by the next part.
Every second line gives: EPAC1 antagonist, PLK1 PBD block, EPAC1 agonist, IL2 activator, WRN inhibitor, EPAC2 agonist, CCT modulator, PI5P4Ka inh
- O=C(Nc1cccn2ncnc12)C(F)(F)F
 : 6%, -22%, 10%, -5.1, 6%, 17%, -0.5, -3
- CC(C)CNC(=O)C1C(=O)Nc2ccccc2C(=O)N1C1CCCCC1 (configuration not stated)
 : 9%, -10%, 5%, -0.7, 8%, 9%, ., 5
- Cc1cc2ncn(CC3CC3(Cl)Cl)c2cc1C (configuration not stated)
 : -14%, -2%, -2%, -0.7, -4%, -3%, 1.5, 0
- O=C(/C=C/[C@H]1O[C@@H](n2ccc(=O)[nH]c2=O)[C@H](O)[C@@H]1O)NCc1cccs1
 : -5%, -1%, 3%, -0.8, -14%, 6%, 2.3, 0
- COC(=O)c1ccc(CNC(=O)N2CCN(S(=O)(=O)c3ccc(C)cc3)CC2)cc1
 : 4%, -11%, 3%, 0.2, 2%, 16%, 0.2, 2
- O=C(CC(c1ccccc1)c1cc(Br)ccc1O)N1CCCCC1 (configuration not stated)
 : -26%, -5%, 10%, -3.1, -10%, 28%, -0.1, 0
- Cc1ccccc1/C=N/NC(=O)CSc1nc2ccccc2o1
 : 9%, -2%, -2%, -0.6, -2%, -6%, -0.6, 0
- O=Cc1c(N2CCC3(CC2)OCCO3)nc2ccccn2c1=O
 : 3%, -17%, 13%, -0.1, 16%, 18%, -0.8, 1
- CCNC(=O)c1ccccc1-c1nc(-c2ccccc2)no1
 : -3%, -11%, 6%, -1.4, -6%, 14%, -6.0, 1
- CN(C)c1ccc(Nc2cc(Cl)ncn2)cc1
 : -1%, -3%, 13%, 0.5, -7%, 4%, 1.2, 10
- COc1cc2c(=O)n(Cc3ccccc3)c(=O)n(CC(=O)NCC3CCCO3)c2cc1OC (configuration not stated)
 : -13%, -3%, 3%, -0.4, 1%, -3%, 0.8, 10
- CN1CCN(C(=O)CN(c2cccc(Cl)c2)S(=O)(=O)c2ccccc2)CC1
 : 14%, -2%, 0%, -0.4, 3%, 9%, -2.1, 1
- Cc1ccc(OCC(=O)N2CC3(C)CC2CC(C)(C)C3)cc1 (configuration not stated)
 : 8%, -2%, -4%, -2.0, 6%, -9%, 1.4, -4
- COc1ccc2c(c1)c(CC(=O)Nc1ccc(C(C)=O)cc1)c(C)n2C(=O)c1ccc(Cl)cc1
 : 13%, 4%, 3%, 0.6, -10%, 1%, -2.2, -7
- CCc1nc2sccc2c(=O)n1N
 : 18%, -4%, 11%, 2.3, -4%, 6%, 0.9, 2

Bioassay records deposited in PubChem BioAssay by National Center for Advancing Translational Sciences (NCATS).

Only part of the results is shown; rates above refer to the full screens.
